# Source: PubChem BioAssay
# ST2 inh – blocks human ST2 binding to IL-33; Q01638; AlphaLISA ST2-Fc/biotin-IL-33 interaction, 1 h; inhibition, % for hits at 17 µM; hit rate 2.3% among 78,000; in the data active = inhibition above about 30%; inconclusive = mostly about 10% to 28%
# Target sequence (Q01638 whole entry, looked up): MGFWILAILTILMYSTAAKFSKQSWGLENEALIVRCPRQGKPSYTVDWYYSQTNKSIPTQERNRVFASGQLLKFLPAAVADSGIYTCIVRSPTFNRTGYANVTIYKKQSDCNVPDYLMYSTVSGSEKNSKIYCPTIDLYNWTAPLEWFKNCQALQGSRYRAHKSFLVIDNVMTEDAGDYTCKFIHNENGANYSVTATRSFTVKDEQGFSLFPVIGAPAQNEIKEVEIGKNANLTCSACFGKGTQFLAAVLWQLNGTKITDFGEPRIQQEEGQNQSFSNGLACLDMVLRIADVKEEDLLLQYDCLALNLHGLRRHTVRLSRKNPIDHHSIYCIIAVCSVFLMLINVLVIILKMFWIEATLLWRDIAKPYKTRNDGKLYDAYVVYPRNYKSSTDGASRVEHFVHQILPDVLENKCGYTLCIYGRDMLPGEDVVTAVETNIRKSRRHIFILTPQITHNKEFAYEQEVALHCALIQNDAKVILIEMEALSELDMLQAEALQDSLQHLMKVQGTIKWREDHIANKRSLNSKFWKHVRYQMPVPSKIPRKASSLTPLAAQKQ
# Numbers without * were called inactive; i = inactive; u = inconclusive.
Compound	ST2 inh
CS(=O)(=O)CCNC(=O)CSCc1ccccc1Cl	i
Cn1c(SCC(=O)Nc2ccc(Br)cc2)nc2c([nH]c3ccccc32)c1=O	i
O=C(c1cc(Cl)cc(Cl)c1)N1CCCCCC1	i
Cc1nnc(SCCCNC(=O)C23CC4CC(CC(C4)C2)C3)s1	i
COc1ccc(C(=O)N=c2sc3cccc(OC)c3n2C)cc1OC	u
O=C(Cc1ncc(-c2ccccc2)cn1)c1ccccc1	u
CCOC(=O)Cn1c(Cl)nc2c1c(=O)n(C)c(=O)n2C	i
O=C(O)CC1(CC(=O)N[C@@H]2C=C(C(=O)N[C@H]3CCCNC3=O)C[C@@H](O)[C@@H]2O)CCCC1	i
O=C(C1c2ccccc2C(=O)N2CCc3ccccc3C12)N1CCN(c2ccccc2)CC1 (centres undefined)	i
COc1ccc(CCCNC(=O)c2ccc(-c3cccc(F)c3)nc2)cc1	i
CCOC(=O)Cn1c(=O)n(-c2ccc(C)c(C)c2)c2nc(-c3ccc(C)cc3)nc(C(N)=O)c21	i
O=C(CCC1CCN(C(=O)CC2=CCCCC2)CC1)N1CCC(Cc2ccccc2)CC1	u
COc1ccc(-c2n[nH]c(CC(C)C)n2)c(OC)n1	i
CCCc1cnc(C)nc1N1CC[C@@H](N)[C@@H](OC)C1	i
CC(C)c1ccc(C2C3=C(CC(C)(C)CC3=O)OC3=C2C(=O)CC(C)(C)C3)cc1	i
CC(C)NCC(O)COc1ccc(CCOCC2CC2)cc1 (centres undefined)	i
COc1ccc(C(=O)NC2CC(=O)N(c3cccc(F)c3)C2)cc1OC (centres undefined)	i
COCCNC(=O)C(c1cccc(C)c1)N(C)C (centres undefined)	u
CN(CC(=O)Nc1ccc(F)cc1)S(=O)(=O)c1ccc2c(c1)CCC(=O)N2	i
CC(=O)C1=C(C)OC(N)=C(C#N)C1c1cccc(Br)c1 (centres undefined)	i
CC(=O)N1c2c(cc(Br)cc2S(=O)(=O)Nc2ccc(C)c(F)c2)CC1C (centres undefined)	i
N#Cc1cc([N+](=O)[O-])ccc1-n1nnc2ccccc21	u
O=C(NCC1CCN(Cc2ccc3nonc3c2)C1)C1CCCCC1 (centres undefined)	i
O=C(O)CCC(=O)Nc1ccc(C(=O)O)cc1	i
O=C(c1cccs1)N1CCc2ccccc21	i
COc1ccc(-c2noc([C@@H]3C[C@H](NC(=O)NC(C)C)CN3C)n2)cc1	42%*
O=C(NCCCN1CCN(c2ccc(F)cc2)CC1)C1COc2ccccc2O1 (centres undefined)	i
CCCCOC(=O)C1CCCC(C(=O)OCCCC)N1 (centres undefined)	i
O=C(NC(CO)C(O)c1ccc([N+](=O)[O-])cc1)C(Cl)Cl (centres undefined)	i
CCc1ccc(N2C(=O)CC(N3CCN(Cc4ccc5c(c4)OCO5)CC3)C2=O)cc1 (centres undefined)	u
COCCOC(=O)c1c(C)oc2ccc(OCc3ccc(Cl)cc3)cc12	i
COc1ccc(C(=O)O)cc1S(=O)(=O)N1CCCC1	i
Nc1c(C(=O)Nc2ccc(F)c(Cl)c2)nnn1Cc1ccc(Cl)cc1	i
O=c1[nH]c2ccc(S(=O)(=O)Nc3ccc(OC(F)(F)Cl)cc3)cc2o1	u
CC(=O)N1CC[C@H](c2nnc(Cc3c[nH]c4ccccc34)o2)C1	u
CCN(CC)c1ccc(/C=C2\NC(=O)NC2=O)cc1	u
Cc1ccc(N2C(=O)CSC2c2ccccc2)cc1Cl (centres undefined)	i
Cc1ccc(N=C(NOCc2ccccc2)c2nonc2N)cc1C	i
Fc1cnc(-c2ccc(-c3ccn[nH]3)cc2)nc1N1CCOCC1	i
COc1cc(C2Nc3ccc(C(=O)c4ccccc4)cc3NC3=C2C(=O)CCC3)cc(OC)c1O (centres undefined)	u
O=C(Nc1ccccc1C(=O)N1CCOCC1)c1ccccc1Br	i
N#CC1=C2N=C(N)c3c(sc4c3CCCCC4)N2C2=C(C(=O)CCC2)C1c1cccnc1 (centres undefined)	i
Cc1ccn2c(NC(=O)CC(C)C)c(-c3ccc(F)cc3)nc2c1	i
Cn1c(CCCNC(=O)C(C)(C)C)nc2ccccc21	i
Cc1cc(C(=O)NC(C)CCc2ccccc2)ccc1[N+](=O)[O-] (centres undefined)	i
O=C(Nc1ccc(F)cc1)NC1CCCCC1	i
Cn1c(SCC(=O)Nc2nccs2)nc2c([nH]c3ccccc32)c1=O	i
O=[N+]([O-])c1ccccc1/C=C/CN1CCN(Cc2ccc3c(c2)OCO3)CC1	u
CC1(C)CC(=O)C2=C(C1)N(c1ccccc1F)C(N)=C(C#N)C2c1cccc([N+](=O)[O-])c1 (centres undefined)	u
COC(=O)[C@@H]1Cc2nc[nH]c2CN1Cc1cccs1	i
CCC(=O)NC1CCC(NC(=O)CC)CC1 (centres undefined)	i
Cc1nc(N2CCCC2)c2sc3nc4c(cc3c2n1)COC(C)(C)C4	u
O=C(CSc1ccc(Cl)cc1)N1CCCCC1	i
O=C1CSC(c2cccc(Br)c2)N1c1ccccc1 (centres undefined)	i
Oc1oc(-c2ccc(Br)cc2)nc1C=Nc1cccc(C(F)(F)F)c1	i
CC(C)OCCCNC(=O)CNC(=O)C1CCCCC1	i
CCN(C(=O)c1cnn(C(C)C)c1)C(C)CO (centres undefined)	i
CCOC(=O)C1CCN(C2CCN(c3nncc(-c4ccccc4)n3)CC2)CC1	i
Cc1ccc(C(=O)NCCc2ccc(S(N)(=O)=O)cc2)cc1NC(=O)C1=CSCCO1	u
CCOC(=O)c1nn(CCc2ccc(OC)cc2)c2c1CN(Cc1cccn1-c1ccccn1)CC2	i

# Additional structures follow:
Compound	ST2 inh
Cc1ccc(OCC(O)CNC(N)=O)cc1 (centres undefined)	i
Nc1nc(CSc2ncn[nH]2)nc(Nc2ccc(F)cc2)n1	i
Cc1ccc(NC(=O)Nc2ccc(Cl)cc2)cc1	i
CC1CC(=O)N(c2ccccc2)N1 (centres undefined)	i
CCCOc1ccc2oc(=O)c3c(c2c1)CCCN3C(=O)CN1CCc2ccccc2C1	i
Cc1c(Cl)c([N+](=O)[O-])nn1CCCC(=O)Nc1cccc(C(F)(F)F)c1	i
CC(=O)N(C(C)=O)c1ccc(-c2ccco2)cc1	i
CCCCn1c(C(C)NC(=O)CC)nc2ccccc21 (centres undefined)	i
CN[C@@H]1[C@H](O)[C@H](CO)O[C@@H]1CNC(C)C	i
COc1ccccc1/C=C/C1=NC(=C\c2ccc3c(c2)OCO3)/C(=O)O1	u
COc1ccccc1CN1CCN(Cc2ccc3c(c2)OCO3)CC1	u
CCC(=O)N1CCc2cc(Br)cc(S(=O)(=O)N3CCOCC3)c21	i
Cc1cc(C(F)(F)F)nc(N2CCOCC2)n1	i
CCCc1oc2cc(OCC(=O)OC)c(CC)cc2c(=O)c1-c1ccc2c(c1)OCCCO2	i
CS(=O)(=O)c1ccc2nc(NC(=O)c3coc4ccccc4c3=O)sc2c1	i
CC1(C)CC2CC(C)(CN2C(=O)c2cc(-c3cccc(Cl)c3)on2)C1 (centres undefined)	i
CCOC(=O)C1=C(C)NC2=C(C(=O)C(C(=O)OC)C(C)C2)C1c1ccc(Br)cc1 (centres undefined)	i
CCOc1cc(/C=C2/NC(=O)NC2=O)cc(Cl)c1OCc1cccc(C(=O)O)c1	i
CCSc1nnc2c(n1)OC(c1cccs1)Nc1ccccc1-2 (centres undefined)	i
Cc1ccc2oc(=O)c(C=C(O)c3ccc(Br)cc3)nc2c1	u
COc1ccc(NC(=O)c2ccoc2C)c(OC)c1	u
CCC(=O)NCc1cccc(-c2cccc3cnccc23)c1	i
O=C(COc1ccc(Br)cc1)Nc1ccccc1C(F)(F)F	i
O=C(COc1ccc(NS(=O)(=O)c2ccc(F)cc2)cc1)N1CCOCC1	i
O=C(c1ccc2c(c1)C(=O)N(CCO)C2=O)c1ccc2c(c1)C(=O)N(CCO)C2=O	u
COc1cc(/C=C/CO)ccc1O[C@@H]1O[C@H](CO)[C@@H](O)[C@H](O)[C@H]1O	i
O=C(Nc1nc2c(s1)CCCC2)c1ccc(S(=O)(=O)N2CCc3ccccc3C2)cc1	u
CC(=O)c1c(C)oc2ccc(N(C(=O)c3ccccc3Cl)S(=O)(=O)c3ccccc3)cc12	i
Cc1nc2n(C)c3ccccc3n2c1C(=O)OCCN1CCCCC1	i
Cc1cccnc1[C@H](C)NC(=O)Cc1ccc(-n2nnnc2C)cc1	i
Cc1c(N=Cc2cc([N+](=O)[O-])ccc2N2CCOCC2)c(=O)n(-c2ccccc2)n1C	u
COc1ccc(C2(C(=O)N3CCCCC3)CCCC2)cc1OC	i
CC(C)(C)c1cc(C(C)(C)C)cc(S(N)(=O)=O)c1	i
Cc1cc(C(C(=O)O)N2CCN(c3nc4ccccc4o3)CC2)ccc1F (centres undefined)	i
COc1ccc(C(=O)CC2(O)C(=O)Nc3ccc(Br)cc32)c(OC)c1 (centres undefined)	i
COc1cc(Cl)ccc1S(=O)(=O)N1CCN(Cc2nc3cccnc3n2-c2ccc(C)cc2)CC1	i
COc1cccc(C2C(C#N)=C(N)OC3=C2C(=O)CCC3)c1 (centres undefined)	i
COc1ccc(OC)c(S(=O)(=O)N2CCN(c3cc(-c4cccc(F)c4)ncn3)CC2)c1	i
COc1ccccc1N1CCN(C(=O)c2ccoc2C)CC1	i
C1=C(c2cccc3ccccc23)N2CCN=C2S1	i
CS(=O)(=O)N[C@H]1CO[C@H]2[C@@H]1OC[C@@H]2Nc1nccc(-c2ccco2)n1	i
COc1ccc(Br)cc1CN1C(=O)CCC1(C)C(=O)NC1CCCCC1 (centres undefined)	u
CCCc1cc(C(=O)Nc2cc(Cl)ccc2Cl)no1	i
C=CCNC(=O)c1ccc(-c2cccc([N+](=O)[O-])c2)o1	i
CC(NS(=O)(=O)c1ccccc1)C(c1cccs1)N1CCOCC1 (centres undefined)	i
Cc1ccccc1Cn1c(CN2CCOCC2)nc2c1c(=O)[nH]c(=O)n2C	i
O=C(c1cc(COc2ccc3c(c2)CCCC3)on1)N1CCCC1c1nccs1 (centres undefined)	i
O=C(Nc1ccc(Oc2ccccc2)cc1)O[C@@H]1CO[C@H]2[C@@H]1OC[C@@H]2Nc1nccc(-c2cccs2)n1	34%*
Cc1[nH]c2c(Cl)cccc2c(=O)c1CN1CCCCC1C (centres undefined)	i
CCOC(=O)CN1C(=O)C(CC)Oc2ccc(C)cc21 (centres undefined)	i
Cc1cccc(C)c1NC(=O)COc1ccccc1OCC(C)C	u
CC(=O)N[C@H]1C[C@@H](C(c2ccccc2)c2ccccc2)O[C@@H](C(C)C)C1	i
CCNC(=O)[C@H]1CC[C@@](C)(C(=O)NCCC(=O)O)C1(C)C	i
O=C1CSc2ccc(S(=O)(=O)N3CCCCCC3)cc2N1	i
Cc1cc(NS(=O)(=O)c2ccc3c(c2)c(=O)n(C)c(=O)n3C)ccc1Br	i
CCOCCc1nnc(NC(=O)Nc2ccccc2OC)s1	i
Cc1cc(C)c(C#N)c(SCc2nc3cc([N+](=O)[O-])c([N+](=O)[O-])cc3[nH]2)n1	i
COc1ccc(C2CC(c3cccs3)=NN2C(C)=O)cc1 (centres undefined)	i
COc1ccc(OC)c(NC(=O)Cn2cnc3c(cnn3-c3ccc(Cl)cc3)c2=O)c1	i
Cn1c(=O)c2c(nc3n(Cc4ccccc4)c(C45CC6CC(CC(C6)C4)C5)cn23)n(C)c1=O	i

# Part of the list above, with each value named.
Cc1cccc(C)c1NC(=O)COc1ccccc1OCC(C)C
  ST2 inh = u

Cc1cc(NS(=O)(=O)c2ccc3c(c2)c(=O)n(C)c(=O)n3C)ccc1Br
  ST2 inh = i

CCOCCc1nnc(NC(=O)Nc2ccccc2OC)s1
  ST2 inh = i

O=C1CSc2ccc(S(=O)(=O)N3CCCCCC3)cc2N1
  ST2 inh = i

# Following part:
Compound	ST2 inh
O=C(c1ccc(F)cc1)N1C[C@@H]2C[C@H](C1)c1c(NS(=O)(=O)c3ccccc3)ccc(=O)n1C2	i
O=C(CCO)c1ccc(O)cc1	i
O=C(c1cn[nH]n1)N1C[C@@H]2C[C@H]1CN2Cc1ccccc1	u
Cc1ccc(OCC(=O)Nc2ccccc2C(F)(F)F)c(C)c1	i
O=C(COc1cccnc1)NCc1cccnc1N1CCc2ccccc2C1	i
Cc1ccc(CN2CCC(CN(C)Cc3ccc4nonc4c3)CC2)o1	u
CCC(=O)Nc1cccc(NC(=O)c2sc3ccccc3c2Cl)c1	i
OCCNc1ccccn1	i
CN(CC(=O)Nc1ccc(F)c(F)c1)S(=O)(=O)c1ccc2c(c1)CCC(=O)N2	i
O=C1CN(C(=O)c2nn(Cc3ccccc3)c3c2CN(C(=O)CCc2cccs2)CC3)CCN1	i
COc1ccc(F)cc1C(=O)C1CCCN(Cc2cccn2-c2cccnc2)C1 (centres undefined)	u
CC(=O)NCCNC(=O)C[C@@H]1CCNC[C@@H]1Cc1cc(-c2ccccc2)on1	i
COc1cc(C)c(S(=O)(=O)N2CCN(c3nc(C)cc(N4CCOCC4)n3)CC2)cc1C	i
COc1ccc(NC2SC(=O)N(c3ccc(C)cc3)C2=O)cc1 (centres undefined)	i
O=C(O)CNC(=O)c1ccc(Cl)cc1	i
CCCCNC(=O)C(=O)NCC1OCCc2ccccc21 (centres undefined)	i

# Some of these compounds in order of SMILES length, rising:
Compound	ST2 inh
O=C(NCCCN1CCN(c2ccc(F)cc2)CC1)C1COc2ccccc2O1 (centres undefined)	i
O=[N+]([O-])c1ccccc1/C=C/CN1CCN(Cc2ccc3c(c2)OCO3)CC1	u
CC1(C)CC(=O)C2=C(C1)N(c1ccccc1F)C(N)=C(C#N)C2c1cccc([N+](=O)[O-])c1 (centres undefined)	u

# Only part of the results is shown; rates above refer to the full screens.
